# Bioassay records: PubChem BioAssay, several laboratories
# KOR beta-arrestin-1: KOR agonists, beta-arrestin recruitment, primary screen, cell-based, luminescence, uHTS (AID 1777). 280,000 compounds, 0.02% hits. KOR beta-arrestin recruitment, luminescence; higher % means a stronger effect. one-dose activation, % at 10 µM; EC50 in µM for titrated hits; in the data active means activation above about 50%, passing the limit was not always enough; further: a part of the inactive calls stands beside numbers as strong as those of hits
# NTR1 ag: agonists of NTR1, primary screen, imaging, U2OS cells, beta-arrestin-GFP, high content (AID 493036); P30989; NTR1-U2OS beta-arrestin-GFP spot imaging, agonist mode; activation, % at 20 µM; 330,000 compounds, 0.17% hits;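 active means activation at or above 40% of the spot to cytoplasm intensity ratio, with at least 20 cells analyzed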;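 further: 0% = DMSO without peptide and 100% = 100 nM NTR1 peptide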
# Target sequence (P30989 whole entry, looked up): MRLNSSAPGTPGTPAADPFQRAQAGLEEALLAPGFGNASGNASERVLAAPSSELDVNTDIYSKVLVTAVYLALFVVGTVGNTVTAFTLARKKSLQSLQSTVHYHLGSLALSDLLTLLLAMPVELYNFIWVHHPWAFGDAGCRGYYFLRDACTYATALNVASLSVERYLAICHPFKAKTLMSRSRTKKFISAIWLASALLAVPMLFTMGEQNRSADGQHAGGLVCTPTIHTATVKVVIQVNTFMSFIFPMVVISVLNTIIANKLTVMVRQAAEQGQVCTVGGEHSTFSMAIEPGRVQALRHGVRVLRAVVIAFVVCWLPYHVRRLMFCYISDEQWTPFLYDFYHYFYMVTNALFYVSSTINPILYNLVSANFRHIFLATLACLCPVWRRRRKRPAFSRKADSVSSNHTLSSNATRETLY
# TNAP activation fold: human TNAP enzyme activators, primary screen, biochemical, luminescent, no phosphate acceptor, uHTS (AID 1001) | purified TNAP, luminescent activation assay, no phosphate acceptor; higher activation fold means a stronger effect | activation fold at 20 µM; hits with a dose series show EC50 in µM | 200,000 compounds, 0.03% hits; in the data active means activation fold from about 3, or a potency from the dose series; inactive means the rest, 99 in 100 with activation fold below about 1.6; further: many of its hits are not listed in these tables
# CSM14.1 death rescue: rescue of cells from ER stress-induced death, primary screen, 384-well, CSM14.1, thapsigargin, ATP luminescence (AID 1222). 190,000 tested, under 10 active. CSM14.1 thapsigargin-induced death rescue, ATP luminescence; higher % means a stronger effect. cellular ATP content (survival), % at 20 µM, or EC50 in µM where a hit was titrated;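 active means EC50 below 50 µM in the dose-response confirmation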;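 further: death triggered by thapsigargin at about 15 µM added after 2 h compound pretreatment; cell ATP read after overnight thapsigargin exposure of roughly 18 to 22 hours; normalized against plate controls of thapsigargin alone and 5% DMSO vehicle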
# Yfh1-off respiration: mitochondrial function rescue without frataxin homolog – Friedreich's ataxia, plus single-dose screen, dose response (AID 1465). one-dose fold induction at 50 µM; EC50 in µM for titrated hits. 220,000 compounds, 0.074% hits. S. cerevisiae Yfh1-off respiration, WST-1 reduction, 72 h; higher fold induction means a stronger effect;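 active means fold induction of absorbance versus untreated yeast above a set limit, then at least 30% activation at any dose in follow-up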;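 further: activators that raise dye reduction in frataxin-depleted yeast; strong numbers were not always called active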
# GPR55 activation: selective activators of receptor GPR55 – imaging, U2OS cells, beta-arrestin-GFP redistribution, primary screen (AID 1961). U2OS GPR55 beta-arrestin-GFP redistribution imaging; higher % means a stronger effect. one-dose activation, % at 10 µM; EC50 in µM for titrated hits. 290,000 compounds, 0.048% hits;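 active means activation above 40% with more than 50 cells counted in the well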;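 further: U2OS osteosarcoma cells stably expressing GPR55 and beta-arrestin-GFP; plate controls were DMSO negative control for no effect and LPI positive control for full effect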
# HEK293 NOD2/NF-kB: NOD2 signaling inhibitors, cell-based, luminescence, uHTS, HEK293 (AID 1566); HEK293 NOD2/NF-kB luciferase reporter, luminescence; higher % means a stronger effect; one-dose inhibition, % at 4 µM; EC50 in µM for titrated hits; 290,000 compounds, 0.63% hits; further: many of its hits are not listed in these tables
# NOD1 inhibition: NOD1 signaling inhibitors, primary screen, cell-based, luminescence, uHTS (AID 1578); NOD1-driven NF-kB luciferase reporter cells, luminescence; higher % means a stronger effect; inhibition, % at 4 µM; hits with a dose series show EC50 in µM; 290,000 compounds, 1% hits; in the data active means inhibition mostly above about 36%, no sharp cut-off; inactive means mostly below about 34%;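 further: HEK-293T reporter cells stimulated with the NOD1 agonist gamma-tri-DAP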
# KOR beta-arrestin-2: KOR antagonists, beta-arrestin recruitment, cell-based, luminescence, uHTS (AID 1778). KOR beta-arrestin recruitment, luminescence, antagonist mode; higher % means a stronger effect. one-dose inhibition, % at 10 µM; IC50 in µM for titrated hits. 290,000 compounds, 0.091% hits; further: strong numbers were not always called active
# NTR1 ag cell count 20 µM: second read-out of NTR1 ag, no call of its own (marks repeat the call); cell count; measured here: cell count, cytotoxicity flag
# Numbers without * were called inactive; i = inactive; x = no result given; [ ] = another dose, or the depositor's remark. Unless noted, no stated cut-off is given here; in the data, active means inhibition above about 50%; inactive means the rest.
compound	KOR beta-arrestin-1	NTR1 ag	NTR1 ag cell count 20 µM	TNAP activation fold	CSM14.1 death rescue	Yfh1-off respiration	GPR55 activation	HEK293 NOD2/NF-kB	NOD1 inhibition	KOR beta-arrestin-2
CC(=O)N1Cc2ccccc2CC1C(=O)NCc1ccccc1F (stereo not drawn)	-1.5%	-1.3	45	x	x	x	0.5%	17%	-6%	-5%
CN(C(=O)Cc1noc2ccccc12)c1ccccc1	0.4%	2.3	76	1	-4.7%	i	-0.2%	22%	3%	-44%
Cc1cc(-c2nnc(SCC(=O)Nc3ccccc3Cl)n2C)no1	x	-0.6	52	x	x	i	0.7%	16%	-4%	-2%
CC1=C(C(=O)OC(C)C)C(c2ccc(C)o2)C(C(=O)OC(C)C)=C(C)N1	7.5%	0.4	38	x	x	i	-0.3%	7%	1%	-18%
C/C(=N\NC(=O)c1ccc(F)cc1)c1cccc(NC(=O)c2ccco2)c1	4.7%	3.0	52	1.1	-0.5%	i	0.3%	-42%	-20%	-24%
O=[n+]1cc(-c2ccccc2)n([O-])c2c1CCCCC2	-1.0%	-0.5	44	1.1	-3.3%	i	0.3%	5%	26%	12%
Cc1nn(CC(=O)NCCCN2CCCCC2C)c(=O)c2cccn12 (stereo not drawn)	-4.1%	-2.1	52	x	x	x	-0.1%	12%	0%	-27%
O=C(O)c1cccc(CSc2nnc(COc3ccccc3)o2)c1	-1.5%	0.0	61	1	0.0%	i	-0.1%	28%	24%	4%
O=C(NC1CCCC1)C1C2C=CC(C2)C1C(=O)N1CCOCC1 (stereo not drawn)	-0.1%	-1.1	78	1	-0.6%	i	0.2%	10%	3%	-16%
O=C(NCc1ccncc1)Nc1ccc(F)cc1	1.6%	0.4	36	1.1	-1.5%	i	0.2%	-8%	-9%	-5%
Cc1ccc2c(Cl)c(C(=O)Nc3ccc4c(c3)OCO4)sc2c1	-3.8%	-1.3	60	1.2	-2.4%	i	0.1%	-39%	-49%	-29%
CSC1=C(C#N)C(CC(C)C)C2=C(CCCC2=O)N1 (stereo not drawn)	5.7%	0.5	31	1.1	-1.4%	i	-0.2%	10%	0%	22%
Cc1ccc(NC(=S)NC2CC3CCC(C2)N3Cc2ccco2)c(C)c1 (stereo not drawn)	-0.8%	0.1	52	1.1	0.6%	i	-0.3%	4%	-24%	-17%
COc1c(C)cc(S(=O)(=O)NCCN2CCOCC2)c(C)c1C	-1.1%	2.1	65	x	x	x	0.2%	-1%	-21%	5%
O=C(NCCN1CCOCC1)c1cc(Sc2ccccc2Cl)nc2ccccc12	1.0%	1.9	51	1.2	-1.0%	i	-0.2%	6%	-7%	-22%
CN(C)c1ccc(/C=N/Nc2nncc3ccccc23)cc1	7.9%	x	x	x	x	x	-0.1%	-120%	15%	-51%[20 µM]
CCOc1ccc2nc(SCC(=O)N3c4ccccc4Sc4ccccc43)c(C#N)cc2c1	8.0%	-0.6	76	1.1	-2.5%	i	112%*	22%	-20%	-10%
Cc1nc(N)sc1-c1nnc(SCC(=O)Nc2ccccc2C(F)(F)F)n1C	0.9%	0.9	79	1.1	0.4%	i	-0.1%	5%	-10%	-12%
Cc1ccc(C)c(N2CCN(S(=O)(=O)c3ccc4[nH]c(=O)ccc4c3)CC2)c1	x	2.8	47	x	x	x	0.0%	15%	-8%	-76%[20 µM]
CNC(=O)COC(=O)c1ccc(OCC(=O)Nc2ccccc2OC)c(OC)c1	-12%	-0.3	104	1.1	-0.8%	i	0.1%	-12%	-19%	7%
Cc1ccc(CNC(=O)c2ccccc2SCC(=O)NCC2CCCCC2)cc1	-4.3%	1.5	36	1	-1.1%	i	0.7%	11%	5%	-41%
CC(=O)Nc1ccc(SCc2c(C)noc2C)cc1	-0.1%	0.6	92	x	x	x	0.0%	17%	-6%	-8%
COC(=O)c1ccccc1N1C(=O)C2C(C1=O)[C@H]1C=C[C@@H]2C1 (stereo partly drawn)	0.3%	-1.8	37	1.1	1.3%	i	0.1%	1%	-9%	24%
Cc1ccccc1C(=O)NC[C@@H]1CCCN2CCCC[C@H]12	-5.1%	-1.6	76	x	x	x	0.0%	8%	-8%	-4%
CN(C)CCCN(C(=O)c1ccco1)c1nc2ccc(Br)cc2s1	-5.5%	-0.4	44	x	2.2%	i	0.3%	1%	-26%	-51%
O=C1CN(C(=O)COC(=O)c2ccccc2NC(=O)c2ccco2)c2ccccc2N1	0.0%	-0.9	82	1.1	x	i	0.2%	-2%	-25%	-12%
O=C(Nc1ccc2c(c1)OCCO2)C1CCN(c2nnnn2-c2ccccc2)CC1	-2.6%	3.6	94	1.1	-1.7%	i	-0.2%	-8%	1%	6%
CCNC(=O)COC(=O)/C=C/c1ccccc1[N+](=O)[O-]	-0.9%	-4.8	92	1	-0.6%	i	-0.1%	10%	15%	9%
Cc1ccc(Nc2nc(N)nc(CN3CCN(Cc4ccc5c(c4)OCO5)CC3)n2)cc1	-3.8%	-0.4	47	1.1	x	i	-0.1%	-20%	-47%	20%
CCOC(=O)Cc1csc(SCc2cc(=O)oc3cc(O)ccc23)n1	2.2%	1.3	35	1.2	-2.4%	i	-0.2%	8%	-29%	-23%
COc1ccc2[nH]c(C(=O)N/N=C/c3ccccc3OC)cc2c1	6.0%	2.3	96	x	x	x	-0.1%	-14%	-5%	-6%
CCOC(=O)c1c(C)[nH]c(C(=O)N2CCCC(C(=O)c3cccc(OC)c3)C2)c1C (stereo not drawn)	2.9%	0.6	106	1.1	0.9%	i	0.1%	12%	-8%	-8%
O=C(Nc1ccc(N2CCN(C(=O)c3ccccc3)CC2)cc1)c1cc([N+](=O)[O-])ccc1N1CCOCC1	-5.2%	0.5	68	x	x	x	0.0%	0%	-6%	7%
Cc1ccccc1OCC(=O)N/N=C/c1ccc([N+](=O)[O-])o1	-4.1%	-0.2	92	0.9	-1.0%	i	0.0%	41%	38%	7%
CN(C)c1ccc(NC(=O)/C=C/c2ccccc2Cl)cc1	2.8%	5.4	53	0.9	-4.1%	i	-0.3%	-43%	-40%	8%
Cc1nnc(NC(=O)c2ccc(C)c(S(=O)(=O)N3CCOCC3)c2)s1	-1.5%	0.8	58	1.1	-1.8%	i	-0.4%	-4%	-21%	22%
O=C1CCc2cc(S(=O)(=O)N3CCC(C(=O)NC4CCCC4)CC3)ccc2N1	-12%	1.3	61	1	4.2%	i	-0.1%	-4%	-1%	5%
O=C(N/N=C/c1c[nH]c2ccccc12)c1cc2ccccc2o1	-0.6%	3.9	59	x	x	i	-0.1%	-49%	-10%	13%
Cn1cccc1C(=O)NC(=O)COC(=O)Cc1coc2ccc3ccccc3c12	-4.0%	-0.1	79	1.1	-0.3%	i	-0.3%	13%	-11%	-24%
COC(=O)c1cccc(S(=O)(=O)N2CCC(c3nc4ccccc4o3)CC2)c1	-2.1%	-0.5	46	1.1	-0.5%	i	-0.1%	13%	-39%	-2%
Nc1nc(-c2ccc(F)cc2)cc(C(F)(F)F)n1	-5.8%	2.6	84	1.1	-0.3%	i	0.2%	10%	10%	20%
CS(=O)(=O)N(CC(=O)N/N=C/c1ccc(OCC(=O)N2CCOCC2)cc1)c1ccccc1Cl	-1.7%	1.3	61	1.2	-1.4%	i	1.0%	1%	-23%	x
Cc1ccc(-c2cc(C(=O)N/N=C/c3c[nH]c4ccccc34)[nH]n2)cc1	-1.3%	x	x	0.3	-2.2%	i	-0.1%	-33%	-17%	-33%
Cc1ccc(S(=O)(=O)N2CCOC2CNC(=O)C(=O)NCCc2ccc(S(N)(=O)=O)cc2)cc1 (stereo not drawn)	1.0%	2.3	52	x	x	i	0.6%	14%	-5%	12%
CCOc1cc(NC(=S)NCCCN2CCOCC2)c(OCC)cc1NC(=O)C1CC1	0.9%	1.4	41	1.1	-1.6%	i	0.0%	18%	-22%	-11%
c1nnn(C23CC4CC(CC(C4)C2)C3)n1	-2.6%	3.6	56	1.2	-2.9%	i	-0.1%	-2%	-19%	3%
CCN(C(=O)Cc1c(C(=O)O)n(C)c2ccccc12)c1ccc(F)cc1	2.5%	-0.3	13	1	-13%	i	-0.3%	11%	-14%	13%
CN(Cc1ccc2ccccc2c1)C(=O)c1ccc(C(F)(F)F)cc1	0.7%	0.6	38	x	x	x	-0.1%	10%	-1%	-15%
COC(=O)c1ccc(NCC(=O)c2ccccc2)cc1	-5.1%	0.0	39	1.2	-1.5%	i	0.2%	13%	-45%	-2%
CN(c1ccc(C(=O)N2CCCCC2)cc1)S(=O)(=O)c1ccccc1	0.0%	-0.2	56	1.1	-0.8%	i	0.1%	6%	-15%	22%
CN(C)CCCN1c2ccccc2Sc2ccc(C(F)(F)F)cc21	3.2%	18	42	1	-3.7%	i	0.1%	1%	-27%	-7%
N#C/C(=C\c1cccc([N+](=O)[O-])c1)c1ccccn1	2.8%	1.0	50	1.1	-1.5%	i	-0.6%	-12%	8%	-20%
COc1ccccc1C(=O)C1CCCN(C(=O)CSc2ccccn2)C1 (stereo not drawn)	x	2.0	66	1.1	1.3%	i	-0.3%	12%	-16%	-2%
CC1CCC2(CC1)NC(=O)N(CC(=O)Nc1ccc3c(c1)CCC3)C2=O (stereo not drawn)	-0.2%	-0.7	60	x	x	i	-0.1%	-14%	3%	7%
CCOc1cc2[nH]c(=S)n(Cc3ccc(C(=O)N4CCN(C)CC4)cc3)c(=O)c2cc1OCC	3.4%	0.9	77	x	x	x	0.0%	-227%	-23%	-22%
COCc1cc(C2C(C(=O)c3ccco3)=C(O)C(=O)N2CCOCCO)ccc1O (stereo not drawn)	4.7%	1.8	40	1.1	-1.7%	i	-0.1%	-3%	-32%	-16%
CCCNS(=O)(=O)c1cc2c3c(c1)C(C)C(=O)N3CCC2 (stereo not drawn)	4.2%	-1.4	65	x	x	x	0.1%	12%	-4%	-36%
COc1cc(-c2[nH]ncc2CN2CCN(Cc3cccs3)CC2)cc(OC)c1OC	3.6%	1.5	61	1.1	0.5%	i	0.0%	13%	-38%	-18%
CCOC(=O)CNC(=O)Cc1ccc(Cl)cc1	3.4%	1.4	57	x	x	i	0.0%	3%	-9%	21%

# This is a subset; count on the stated rates, not on these rows.
